Screens as filed in PubChem BioAssay.
mHTT CaM bind = mutant huntingtin-calmodulin interaction inhibitors – biochemical, AlphaScreen, primary screen; AlphaScreen His-mHTT/GST-CaM binding, luminescence; inhibition, % at 15 µM; P42858; AID 1671202, 2021; actives 3.6% (n = 190,000);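 further: 0% = both proteins with DMSO and 100% = one protein alone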
Pf apPOL block = Pf-apPOL inhibitors, biochemical, fluorescence. Plasmodium falciparum apicoplast DNA polymerase (apPOL). Recombinant Pf-apPOL, molecular beacon fluorescence, 1.5 h. inhibition, % at 10 µM. actives 0.25% (n = 210,000). AID 1794808, 2022
The depositor's hits bear a star; . = no result given; & = joins results of further samples. No stated cut-off is given here; in the data, active means inhibition above about 50%; inactive means the rest.

1. O=C(Nc1ccccc1)c1cccc2c3c([nH]c12)CCCC3
2. Cc1cccc(C)c1NC(=O)Cn1nc(N2CCSCC2)c2ccccc2c1=O
3. Cc1cc(O)cc2c1C(=O)C(=Cc1ccc(F)cc1)O2
4. COc1ccc(OC)c(S(=O)(=O)n2cc([N+](=O)[O-])cn2)c1
5. CCOc1ccc(N=CC2=C(O)CC(C)(C)CC2=O)cc1

screen / no.	1	2	3	4	5
mHTT CaM bind	76.2*	-6.1	3.1	100.0*	-5.5
Pf apPOL block	-1.4	-0.1	-15.4	-11.3	-3.4

Whole records, looked up by structure. Values in the order: mHTT CaM bind | Pf apPOL block
Profile of CCOc1ccc(N=CC2=C(O)CC(C)(C)CC2=O)cc1 = -5.5 | -3.4
Profile of Cc1cccc(C)c1NC(=O)Cn1nc(N2CCSCC2)c2ccccc2c1=O = -6.1 | -0.1
Profile of Cc1cc(O)cc2c1C(=O)C(=Cc1ccc(F)cc1)O2 = 3.1 | -15.4

Other entries follow.
6. CC1=C(C(=O)Nc2cc(C)ccc2C)C(c2ccc(F)cc2)NC(=O)N1 (stereo not drawn)
7. Cc1ccc(N(Cc2ccco2)C(=O)CNS(=O)(=O)c2ccc(C)cc2)cc1
8. O=C(NCC1CCN(c2cc(-c3cccnc3)[nH]n2)CC1)c1ccc(F)c(F)c1
9. O=C(NC1CCCC1)c1ccccc1Br
10. CCCNC(=O)c1cn(-c2cccc(Cl)c2)nn1

screen / no.	6	7	8	9	10
mHTT CaM bind	-1.9	-1.6	23.0	-1.9	-5.2
Pf apPOL block	3.3	-4.2	3.8	4.7	-0.2

11. O=C(c1cccnc1)N1CCc2cc(-c3ccno3)ccc21
12. Cc1ccc(S(=O)(=O)N=C(Nc2ccc([N+](=O)[O-])cc2[N+](=O)[O-])c2ccccc2)cc1
13. Cc1cc(OCC(=O)Nc2ccccc2F)nc(N2CCCC2)n1
14. Cc1ccc(NC(=O)c2cc3c(s2)CN(C(C)C)C3)cc1C
15. Nc1c(C(=O)c2ccc(Br)cc2)sc2[nH]c(=O)c(C(=O)O)cc12

screen / no.	11	12	13	14	15
mHTT CaM bind	7.5	19.0	-5.2	-9.8	35.0
Pf apPOL block	-4.3	-1.1	-3.5	-0.4	-10.5

16. O=C(Nc1nnc(-c2ccccc2Cl)s1)Nc1ccccc1F
17. Cc1ccc(CN2C(=O)CCC2C(=O)NCc2cccnc2)cc1 (stereo not drawn)
18. COc1ccc(C2=N/C(=C\c3cccc(F)c3)C(=O)O2)cc1[N+](=O)[O-]
19. Cc1cc(C)c(S(=O)(=O)N2CCC(c3noc(-c4ccc(Cl)cc4)n3)CC2)c(C)c1
20. Cc1ccc(C(=O)Nc2c3c(nn2-c2ccc(F)cc2)CSC3)cc1C

screen / no.	16	17	18	19	20
mHTT CaM bind	-0.2	-5.0	0.0	-7.2	29.0
Pf apPOL block	3.2	-15.5	13.5	-3.9	-33.2

21. O=C(Nc1c(-c2cccs2)nc2ccccn12)c1ccc([N+](=O)[O-])cc1
22. Cc1ccc(-c2nnc(N3CCC(C(=O)NCc4ccc(OC(C)C)cc4)CC3)o2)cc1
23. CN(C(=O)C12CC3CC(CC(C3)C1)C2)C1CCS(=O)(=O)C1 (stereo not drawn)
24. Cc1ccc(C)c(CNC(=O)c2cc3n(n2)CCCN(Cc2ccc(F)cc2)C3=O)c1
25. COc1cccc(C=C2Oc3cc(OC(=O)C(C)C)ccc3C2=O)c1OC

screen / no.	21	22	23	24	25
mHTT CaM bind	4.1	16.8	-7.0&4.3	50.5*	-4.1
Pf apPOL block	-6.3	-4.8	-1.0&-6.9	-0.3	-6.0

26. CCC1CC(O)C(C)C(C)S1 (stereo not drawn)
27. CCOc1ccc(CC(=O)NCC2CCC(c3nc4ccccc4[nH]3)CC2)cc1 (stereo not drawn)
28. COc1ccc(-n2nc(C(C)(C)C)cc2NC(=O)C2CCC2)cc1
29. COc1ccc(-c2cn3c(CCC(=O)Nc4nnc(C)s4)csc3n2)cc1
30. CC(C)N1CCN(C(=O)C2CN(C(=O)c3ccncc3)CC23CCCCC3)CC1 (stereo not drawn)

screen / no.	26	27	28	29	30
mHTT CaM bind	-1.5	-2.7	1.2	8.0	-3.6
Pf apPOL block	.	0.0	-4.8	-7.1	2.7

31. O=CN1CCN(c2ccc([N+](=O)[O-])cn2)CC1
32. C#CCN1CC(N(C)CCO)CS1(=O)=O (stereo not drawn)
33. O=C(O)CN1C(=O)/C(=C\c2ccco2)SC1=S
34. CS(=O)(=O)N1CCC(C(=O)Nc2nnc(-c3ccsc3)o2)CC1
35. Cc1nnc(NC(=O)CSc2nnc(C3COc4ccccc4O3)o2)s1 (stereo not drawn)

screen / no.	31	32	33	34	35
mHTT CaM bind	-6.8	-3.8	3.4	10.5	-15.7
Pf apPOL block	-5.8	-2.7	.	4.2	8.1

36. CC(C(=O)NCCc1c[nH]c2ccccc12)C1CCN(S(=O)(=O)c2cccs2)CC1 (stereo not drawn)
37. CC(=O)OCC1OC(Sc2ccccc2)C(OC(C)=O)C(OC(C)=O)C1OC(C)=O (stereo not drawn)
38. CCCn1c(=O)c(N2CCC(NC(=O)NCc3cccc(F)c3)CC2)nc2ccccc21
39. O=C(c1ccccc1F)N1CCN(Cc2ccccc2[N+](=O)[O-])CC1
40. CCC(=O)Nc1ccc(C2(C(=O)NC(C)C)CCC2)cc1

screen / no.	36	37	38	39	40
mHTT CaM bind	5.6	.	-1.1	-1.6	-5.4
Pf apPOL block	-1.5	-11.5	-4.1	-5.1	-1.8

41. O=C(c1ccc([N+](=O)[O-])cc1)N1CCN(Cc2ccccc2Br)CC1
42. COc1ccc(C(=O)Nc2ccccc2[N+](=O)[O-])cc1S(=O)(=O)N1CCOCC1
43. COc1ccc2c(=O)c(Oc3ccccc3)c(C(F)(F)F)oc2c1C
44. O=S(=O)(NC1CC2CCC1C2)c1ccc2c(c1)OCCO2 (stereo not drawn)
45. CC(C)C(=O)NC(Oc1ccc(C=NC2CCS(=O)(=O)C2)cc1)C(Cl)(Cl)Cl (stereo not drawn)

screen / no.	41	42	43	44	45
mHTT CaM bind	0.9	-0.8	-5.1&9.0	-3.2	5.0
Pf apPOL block	-6.5	-2.5	-1.4&-8.2	.	-1.5

46. C=CCNC(=O)C(=O)Nc1ccc(C)cc1
47. CCC1CCCCN1CCCNC(=O)c1cn(CC)c2nc(C)ccc2c1=O (stereo not drawn)
48. O=C(c1ccco1)N1CCCC(OCc2nc(-c3cnccn3)no2)C1 (stereo not drawn)
49. CC1CC(C)CN(S(=O)(=O)c2ccc3[nH]cc(C(=O)NCCC4=CCCCC4)c(=O)c3c2)C1 (stereo not drawn)
50. O=C(CNS(=O)(=O)c1ccc(Br)s1)N1CCCC1

screen / no.	46	47	48	49	50
mHTT CaM bind	-2.2	-3.0	-1.5	5.0	-1.0
Pf apPOL block	4.5	-2.7	2.2	-4.0	5.7

51. CCOc1ncccc1C(=O)Nc1ccc(Cl)cc1Cl
52. COC(=O)C1=C(N)Oc2c(oc(CO)cc2=O)C1c1ccc(Cl)c(Cl)c1 (stereo not drawn)
53. CC(C)OCCCNC(=O)c1cc2cc3ccc(Cl)cc3nc2o1
54. Cc1ccc(C(=O)N2CCc3c(c(-c4nc(C5CC5)no4)nn3C)C2)cc1C
55. COc1ccc(C(NC(=O)/C=C/c2ccccc2)NC(=O)/C=C/c2ccccc2)cc1OC

screen / no.	51	52	53	54	55
mHTT CaM bind	-12.0	69.8*	6.0	36.1	8.0
Pf apPOL block	-8.6	-7.8	-1.2	-2.0	-3.2

56. CC(=NOC(=O)c1ccc(Cl)cc1)c1ccc(F)cc1
57. CC(C)c1nnc2n1CCN(C(=O)c1ccsc1)C2
58. COc1ccc2nc(NC(=O)C=C(C)C)sc2c1
59. O=C(c1ccco1)N1CCN(C2CCN(Cc3ccccc3)CC2)CC1
60. Cc1cc(C)cc(N2CCC(C(=O)NCc3ccc(F)cc3)C2=O)c1 (stereo not drawn)

screen / no.	56	57	58	59	60
mHTT CaM bind	.	-9.6	-4.8	0.4	-0.1
Pf apPOL block	-5.6&0.9	1.6	-7.1	4.9	-0.4

61. Cn1cnnc1C1CCCCN1S(=O)(=O)c1ccc(Cl)s1 (stereo not drawn)
62. COc1cccc(OCCSc2nc(N)cc(N)n2)c1
63. NC(=O)c1cc2ccccc2oc1=Nc1cccc(/C=C/C(=O)O)c1
64. CCOC(=O)c1n[nH]c(C(C)(C)C)c1Br
65. Cc1cccc(N2C(=O)C3C4C=CC(C4=C4C5CC6CC(C5)CC4C6)C3C2=O)c1 (stereo not drawn)

screen / no.	61	62	63	64	65
mHTT CaM bind	4.8	0.3	-2.0	-5.9	-3.0
Pf apPOL block	8.0	-0.8	2.4	.	2.1

66. CCOc1ccccc1N1CCN(Cc2ccc([N+](=O)[O-])cc2)CC1
67. Cc1cc(Nc2ccc(Br)cc2)n2ncnc2n1
68. Cc1cc(C(=O)N2CCN(C)CC2)nn1CC(=O)NCc1cccs1
69. CC(c1ccccc1)N1CCC(=O)C2=C1CCCC2 (stereo not drawn)
70. Cc1ccc(NS(=O)(=O)c2cc3c(s2)CCN(C(=O)C2CC2)C3)cc1

screen / no.	66	67	68	69	70
mHTT CaM bind	10.1	0.0	-13.6	2.2	9.0
Pf apPOL block	6.0	-9.6	-2.7	-5.6	-1.5

71. O=C(NC1CCCCC1)n1c(=O)oc2cc(S(=O)(=O)N3CCCCC3)ccc21
72. O=C(Nc1ccncc1)c1ccc(Br)cc1
73. COc1ccc(C2OCC3(CO2)SC2=NCN(C)CN2C3=O)cc1OC (stereo not drawn)
74. O=C(CCC1CCCN(C(=O)Nc2ccccc2F)C1)NC1CCCC1 (stereo not drawn)
75. CC1(C)CC(=O)C2=C(C1)N(c1ccc([N+](=O)[O-])cc1)C(N)=C(C#N)C2c1ccc(F)cc1 (stereo not drawn)

screen / no.	71	72	73	74	75
mHTT CaM bind	-2.0	1.3	3.0	-6.8	5.0
Pf apPOL block	0.5	-3.1	4.0	-4.5	-4.2

5 entries picked at random from those above, as already listed:
72. O=C(Nc1ccncc1)c1ccc(Br)cc1
73. COc1ccc(C2OCC3(CO2)SC2=NCN(C)CN2C3=O)cc1OC (stereo not drawn)
71. O=C(NC1CCCCC1)n1c(=O)oc2cc(S(=O)(=O)N3CCCCC3)ccc21
74. O=C(CCC1CCCN(C(=O)Nc2ccccc2F)C1)NC1CCCC1 (stereo not drawn)
75. CC1(C)CC(=O)C2=C(C1)N(c1ccc([N+](=O)[O-])cc1)C(N)=C(C#N)C2c1ccc(F)cc1 (stereo not drawn)

screen / no.	72	73	71	74	75
mHTT CaM bind	1.3	3.0	-2.0	-6.8	5.0
Pf apPOL block	-3.1	4.0	0.5	-4.5	-4.2

The results go on:
76. C[C@@H]1COc2cccc(NCCCN3CCOCC3)c2S(=O)(=O)N1
77. CCCn1cnc2c1c(=O)n(C(C)C)c(=O)n2-c1ccc(F)cc1
78. CCOc1cc(/C=C2\C(=O)NC(=O)N(c3ccc(Cl)cc3)C2=O)ccc1O
79. O=C1NN(c2ccccc2)C(=O)/C1=C/c1ccc(Br)cc1
80. CCCCOc1ccc(C2CC(=O)Nc3n[nH]c(C)c32)cc1 (stereo not drawn)

screen / no.	76	77	78	79	80
mHTT CaM bind	-2.8	-6.0	8.0	0.0	2.5
Pf apPOL block	-6.8	-4.3	-1.9	-3.5	-5.1

81. CCN1CCn2cc(C(=O)NCc3ccccc3Cl)nc2C1
82. CC(=O)Nc1ccc2oc(-c3ccc4nc(NC(C)=O)sc4c3)nc2c1
83. CS(=O)(=O)NC1CC2CC1N(C(=O)CSc1ccccc1)C2 (stereo not drawn)
84. O=c1c(-c2c(O)cc(O)c3c(=O)cc(-c4ccc(O)cc4)oc23)c(-c2ccc(O)cc2)oc2cc(O)cc(O)c12
85. c1ccc(C2CC(c3ccco3)n3cnnc3N2)cc1 (stereo not drawn)

screen / no.	81	82	83	84	85
mHTT CaM bind	21.0	14.9	-6.5	.	-11.0
Pf apPOL block	-8.5	2.1	1.6	-2.4	-4.3

86. Cc1ccnc(N2CCC(C(=O)Nc3cccc(C)c3C)CC2)n1
87. COc1ccc(N2C(=O)NC(=O)/C(=C\c3cc(Cl)c(OCC(=O)O)c(Cl)c3)C2=O)cc1
88. COc1ccc(C2CC(C(F)(F)F)n3nc(C(=O)N4CCSCC4)cc3N2)cc1 (stereo not drawn)
89. COc1cc(Cl)c(S(=O)(=O)N2CCN(C)CC2)cc1Cl
90. CN1CCN(c2nnc(-c3ccccc3)c(-c3ccccc3)n2)CC1

screen / no.	86	87	88	89	90
mHTT CaM bind	-0.8	8.0	15.0	1.7	.
Pf apPOL block	-0.6	-1.7	-8.8	1.3	-5.3

91. COc1cc2c(cc1OC)C(COc1ccc3c(C)cc(=O)oc3c1)N(C(=O)C1CC1)CC2 (stereo not drawn)
92. CCc1ccccc1NC(=O)C1CC(=O)N(c2ccc(C)c(C)c2)C1 (stereo not drawn)
93. O=C1CSC(c2ccccc2[N+](=O)[O-])N1C1CCCCC1 (stereo not drawn)
94. COC(=O)c1ccc(CN2CC(c3nc(-c4ncccn4)no3)C2)o1

screen / no.	91	92	93	94
mHTT CaM bind	3.0	7.0	11.0	-13.0
Pf apPOL block	-4.7	-7.0	-3.4	-0.8
